PP1 counter: blocks human PP1-alpha phosphatase, a PP5 counter-screen. 320,000 tested, 0.9% active. inhibition, % at 6.7 µM. P62136. AID 2235. purified PP1alpha, OMFP fluorescence;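 active = inhibition above the mean inhibition of all tested compounds plus 3 SD, computed separately for each screening campaign, cut at about 15% in these data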
Target sequence (P62136 whole entry, looked up): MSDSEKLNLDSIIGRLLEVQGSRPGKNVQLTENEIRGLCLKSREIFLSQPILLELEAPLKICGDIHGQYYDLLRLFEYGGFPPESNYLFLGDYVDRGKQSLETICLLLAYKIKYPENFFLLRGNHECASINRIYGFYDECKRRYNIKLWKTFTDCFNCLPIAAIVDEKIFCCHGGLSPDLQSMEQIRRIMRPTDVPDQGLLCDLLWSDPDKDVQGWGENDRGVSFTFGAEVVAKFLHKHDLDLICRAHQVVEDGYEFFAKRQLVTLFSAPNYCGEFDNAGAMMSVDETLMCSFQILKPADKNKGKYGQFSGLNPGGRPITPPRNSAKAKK
TPT1 inhibitor: inhibitors of Candida albicans tRNA 2'-phosphotransferase TPT1; recombinant caTPT1, FP RNA substrate dephosphorylation; inhibition, % at 5 µM; 300,000 tested, 0.81% active; AID 1962;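 active = inhibition above the mean of all tested compounds plus 3 SD, set per screening campaign, cut at about 24% in these data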;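 note: plate controls were DMSO alone for no effect and ferristatin control at 100 nM for full effect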
core dimer inh: HCV core protein dimerization inhibition. AID 1899. 300,000 tested, 0.33% active. TR-FRET GST/Flag-core106 dimerization, 1536-well. inhibition, % at 5 µM;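 active = inhibition above the mean of all tested compounds plus 3 SD, set per screening campaign, cut at about 45% in these data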
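test system = GST/Flag-tagged HCV core106 proteins | probe or stimulus = Eu donor and XL665 acceptor anti-tag antibodies | times = compound-protein-antibody incubation 4 h at 22.5 °C | signal = TR-FRET, excitation 340 nm, emission 617 and 671 nm | measure = percent inhibition of core106 dimerization signal | controls = wells lacking GST-core106 and wells with excess unlabelled core106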
proCasp3 act: procaspase-3 (human) activation; recombinant procaspase-3 D3A, Ac-DEVD-pNA absorbance 405 nm; 330,000 tested, 0.11% active; activation, % at 8.5 µM;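 active = activation above the mean of all tested compounds plus 3 SD, cut at about 21% in these data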;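 note: 0% = DMSO alone and 100% = DMSO wells spiked with extra 5 µM PC-3 D3A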
Target sequence (P42574 whole entry D9A/D28A/D175A): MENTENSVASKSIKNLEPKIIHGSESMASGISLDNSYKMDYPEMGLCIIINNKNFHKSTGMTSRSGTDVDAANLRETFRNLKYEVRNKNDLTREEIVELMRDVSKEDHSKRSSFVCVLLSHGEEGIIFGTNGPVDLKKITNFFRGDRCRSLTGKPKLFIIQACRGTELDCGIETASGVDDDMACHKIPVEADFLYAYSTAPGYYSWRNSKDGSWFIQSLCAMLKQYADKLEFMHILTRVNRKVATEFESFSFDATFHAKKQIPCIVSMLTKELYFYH
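Test system: Procaspase-3 D3A mutant, all three cleavage aspartates alanine | Dosing: Single dose, 8.5 µM nominal compound, 0.8% DMSO | Schedule: 1 h preincubation, 2 h reaction | Technique: 405 nm absorbance of p-nitroaniline, reads at 0 and 120 min | Repeats: One well per compound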
Fh CTSL1 inh: counter-screen for PFM18AAP inhibitors: inhibitors of F. hepatica cathepsin L1; inhibition, % at 5.96 µM; 300,000 tested, 0.49% active; recombinant F. hepatica cathepsin L1, Z-Leu-Arg-MCA fluorescence; AID 1906;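 active = inhibition above the mean of all tested compounds plus 3 SD, set per screening campaign, cut at about 17% in these data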;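 note: 0% = plate median of test compound wells and 100% = 1 µM Z-Phe-Ala-diazomethylketone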
procasp7 counter: activates human procaspase-7, counter-screen for procaspase-3 activators; P55210; recombinant procaspase-7, Ac-DEVD-pNA absorbance 405 nm; D23A/D198A/D206A triple mutant, cannot self-cleave; scale: DMSO 0, 5 µM enzyme 100; activation, % at 8.5 µM; 330,000 tested, 0.093% active; AID 463210;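 active = percent activation above the screen-wide mean plus 3 SD, cut at about 25% in these data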
Target sequence (P55210 whole entry D23A/D198A/D206A): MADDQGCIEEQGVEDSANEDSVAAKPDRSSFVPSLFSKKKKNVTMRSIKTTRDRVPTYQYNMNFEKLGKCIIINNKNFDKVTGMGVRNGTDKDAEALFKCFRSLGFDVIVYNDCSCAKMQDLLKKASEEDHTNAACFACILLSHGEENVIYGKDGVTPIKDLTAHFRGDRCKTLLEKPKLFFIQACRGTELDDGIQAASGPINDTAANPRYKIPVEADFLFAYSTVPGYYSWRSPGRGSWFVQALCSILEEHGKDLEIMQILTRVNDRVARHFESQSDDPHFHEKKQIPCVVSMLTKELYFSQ
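System: Uncleavable procaspase-7 mutant enzyme; Amount: 2 µM procaspase-7 mutant as dispensed; Schedule: 1 h compound preincubation, 2 h substrate cleavage, 25 °C; Measured by: 405 nm absorbance of p-nitroaniline; Evaluation: percent activation from buffer-corrected 0–120 min absorbance change; Control set: low DMSO alone, high DMSO plus 5 µM PC-7.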
AHR act: activators of human aryl hydrocarbon receptor; activation, % at 5 µM; AHR-responsive luciferase reporter cells, luminescence; 320,000 tested, 2.5% active; in the data active = activation above about 47%;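 note: 0% = vehicle wells and 100% = reference agonist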
PAFAH2 FP inh: PAFAH2 (human) inhibition. Q99487. recombinant PAFAH2, FP-rhodamine activity probe, fluorescence polarization. inhibition, % at 3.39 µM. 340,000 tested, 0.99% active;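 active = inhibition above the mean over all tested compounds plus 3 SD, cut at about 30% in these data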;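 note: inhibitors block probe labeling of enzyme so polarization drops; 0% = enzyme with DMSO and 100% = wells lacking PAFAH2 protein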
PP5 primary: inhibitors of human protein phosphatase 5 (PP5); P53041; purified PP5c, OMFP substrate fluorescence; inhibition, % at 6.7 µM; 320,000 tested, 0.18% active; AID 1987;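 active = inhibition above the campaign's mean inhibition across all tested compounds plus 3 SD, cut at about 9.5% in these data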;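 note: 0% = DMSO only and 100% = 100 µM cantharidin control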
Active calls of the source: *; nt = no result given.

Start of the data: the first 9 records as a preview:
Field names – A = PP1 counter; B = TPT1 inhibitor; C = core dimer inh; D = proCasp3 act; E = Fh CTSL1 inh; F = procasp7 counter; G = AHR act; H = PAFAH2 FP inh; I = PP5 primary
1: O=C(CN(Cc1ccc(F)cc1)S(=O)(=O)c1ccc(S(=O)(=O)N2CCOCC2)cc1)Nc1ccccc1
  A: 0.0; B: 1.0; C: -0.9; D: 2.4; E: -0.5; F: 4.7; G: -0.7; H: -13.0; I: -3.9

2: CCOc1cc(CN2CCN(C(=O)c3cccc4ccccc34)CC2)ccc1OC
  A: -0.2; B: -0.7; C: 7.8; D: 4.3; E: -0.3; F: -3.4; G: 1.7; H: 1.6; I: 2.9

3: O=C(CCC(=O)N1CCN(S(=O)(=O)c2ccccc2)CC1)NC1CCCc2ccccc21 (stereo unspecified)
  A: -5.4; B: -0.3; C: 0.7; D: -3.5; E: -3.8; F: 12.5; G: 2.7; H: 8.8; I: 1.6

4: O=C(COC(=O)CCc1nc2ccccc2c(=O)[nH]1)Nc1ccc(Cl)cn1
  A: -0.7; B: 5.3; C: 3.3; D: -0.6; E: 8.3; F: 12.2; G: 42.4; H: 0.6; I: 0.3

5: Cc1nc(Cc2nnc(SCC(=O)Nc3c(C)cccc3C)o2)cs1
  A: 0.4; B: 0.6; C: -4.6; D: -2.1; E: 6.3; F: 2.8; G: 2.3; H: 1.8; I: 0.7

6: Cc1noc(C)c1S(=O)(=O)Nc1ccc(C(=O)N2CCN(c3cccc(Cl)c3)CC2)cc1
  A: 0.4; B: -1.2; C: 4.9; D: -7.0; E: -1.4; F: 2.9; G: -1.3; H: -8.5; I: 2.8

7: Cc1ccc(S(=O)(=O)c2cnc3cc(C)nn3c2N)cc1
  A: 6.9; B: -2.8; C: -6.7; D: 0.6; E: -0.8; F: -3.3; G: 1.1; H: 1.2; I: 0.2

8: O=C(CNc1cccc(S(=O)(=O)N2CCCC2)c1)Nc1cccc(C(F)(F)F)c1
  A: nt; B: nt; C: nt; D: -11.3; E: nt; F: -5.0; G: 2.0; H: 1.5; I: nt

9: COC(=O)CNC(c1ccccc1Cl)c1cc(Br)ccc1NS(=O)(=O)c1ccc(C)cc1 (stereo unspecified)
  A: 8.9; B: -0.8; C: 13.0; D: -3.8; E: -5.0; F: -0.2; G: -1.9; H: -11.1; I: 4.2

This part in full, previewed entries included:
Field names – A = PP1 counter; B = TPT1 inhibitor; C = core dimer inh; D = proCasp3 act; E = Fh CTSL1 inh; F = procasp7 counter; G = AHR act; H = PAFAH2 FP inh; I = PP5 primary
1: O=C(CN(Cc1ccc(F)cc1)S(=O)(=O)c1ccc(S(=O)(=O)N2CCOCC2)cc1)Nc1ccccc1
  A: 0.0; B: 1.0; C: -0.9; D: 2.4; E: -0.5; F: 4.7; G: -0.7; H: -13.0; I: -3.9

2: CCOc1cc(CN2CCN(C(=O)c3cccc4ccccc34)CC2)ccc1OC
  A: -0.2; B: -0.7; C: 7.8; D: 4.3; E: -0.3; F: -3.4; G: 1.7; H: 1.6; I: 2.9

3: O=C(CCC(=O)N1CCN(S(=O)(=O)c2ccccc2)CC1)NC1CCCc2ccccc21 (stereo unspecified)
  A: -5.4; B: -0.3; C: 0.7; D: -3.5; E: -3.8; F: 12.5; G: 2.7; H: 8.8; I: 1.6

4: O=C(COC(=O)CCc1nc2ccccc2c(=O)[nH]1)Nc1ccc(Cl)cn1
  A: -0.7; B: 5.3; C: 3.3; D: -0.6; E: 8.3; F: 12.2; G: 42.4; H: 0.6; I: 0.3

5: Cc1nc(Cc2nnc(SCC(=O)Nc3c(C)cccc3C)o2)cs1
  A: 0.4; B: 0.6; C: -4.6; D: -2.1; E: 6.3; F: 2.8; G: 2.3; H: 1.8; I: 0.7

6: Cc1noc(C)c1S(=O)(=O)Nc1ccc(C(=O)N2CCN(c3cccc(Cl)c3)CC2)cc1
  A: 0.4; B: -1.2; C: 4.9; D: -7.0; E: -1.4; F: 2.9; G: -1.3; H: -8.5; I: 2.8

7: Cc1ccc(S(=O)(=O)c2cnc3cc(C)nn3c2N)cc1
  A: 6.9; B: -2.8; C: -6.7; D: 0.6; E: -0.8; F: -3.3; G: 1.1; H: 1.2; I: 0.2

8: O=C(CNc1cccc(S(=O)(=O)N2CCCC2)c1)Nc1cccc(C(F)(F)F)c1
  A: nt; B: nt; C: nt; D: -11.3; E: nt; F: -5.0; G: 2.0; H: 1.5; I: nt

9: COC(=O)CNC(c1ccccc1Cl)c1cc(Br)ccc1NS(=O)(=O)c1ccc(C)cc1 (stereo unspecified)
  A: 8.9; B: -0.8; C: 13.0; D: -3.8; E: -5.0; F: -0.2; G: -1.9; H: -11.1; I: 4.2

10: O=C(c1ccccc1)N1CCCOC1c1ccccc1 (stereo unspecified)
  A: -3.5; B: -0.2; C: 4.8; D: 8.3; E: -3.2; F: -6.9; G: -3.0; H: 3.6; I: 0.5

11: COc1ccc(NS(=O)(=O)c2cc(C(=O)N3CCCCCC3)ccc2C)cc1
  A: nt; B: nt; C: nt; D: -2.9; E: nt; F: 5.7; G: 1.5; H: 4.6; I: nt

12: Cc1sc2ncnc(-n3nnc4ccccc43)c2c1C
  A: -4.3; B: 3.3; C: -2.3; D: 7.0; E: -1.9; F: 7.7; G: 5.1; H: -3.7; I: 4.5

13: O=C1CSCN1c1ccc(Cl)cc1
  A: 2.1; B: -0.6; C: 11.1; D: -8.2; E: 1.3; F: 4.2; G: -1.6; H: 8.0; I: -0.9

14: CC1(C)Cc2nc(NCCCO)c(C#N)cc2CO1
  A: -5.1; B: 0.6; C: 2.5; D: 0.0; E: 1.4; F: 12.7; G: 1.4; H: 8.5; I: -1.7

15: CCOc1ccc(C(=O)NC(=S)Nc2cc(C)ccn2)cc1[N+](=O)[O-]
  A: -5.3; B: 0.9; C: 0.8; D: -5.7; E: 2.2; F: -7.6; G: 10.0; H: -1.2; I: 2.0

16: c1ccc(Cc2nc3ccccc3[nH]2)cc1
  A: -2.4; B: -6.9; C: -11.2; D: 4.6; E: -9.4; F: 0.3; G: 4.3; H: 0.6; I: 2.0

17: COc1cc(C(=O)N(CCc2ccccc2)C2CC3CCC(C2)N3C)cc(OC)c1OC (stereo unspecified)
  A: -2.5; B: -1.6; C: -2.5; D: 7.2; E: -1.5; F: -6.3; G: 0.6; H: -5.6; I: 0.9

18: CC(C)CCNC(=O)CNC(=S)N(CCCN1CCOCC1)Cc1cccs1
  A: 1.4; B: 4.2; C: -7.0; D: -6.6; E: 0.8; F: 3.0; G: 1.2; H: 0.1; I: 3.1

19: CN(CCCNC(=O)CCC(=O)N1CCOc2ccc(Cl)cc21)Cc1ccccc1
  A: 3.7; B: 1.0; C: -7.1; D: 5.4; E: -1.9; F: -8.0; G: 1.3; H: -0.8; I: 1.2

20: CN1CN(C)c2ccc([N+](=O)[O-])c3cccc1c23
  A: 1.8; B: 1.0; C: -50.0; D: 8.6; E: 0.5; F: 6.1; G: 1.4; H: -1.5; I: -0.1

21: O=C(CSc1nc2ccccc2s1)N/N=C/c1ccccc1C(=O)O
  A: 9.1; B: -5.5; C: -0.5; D: -1.6; E: -6.3; F: 0.4; G: 15.4; H: 2.5; I: -0.4

22: O=C(O)c1cc(OCc2ccccc2)cc(OCc2ccccc2)c1
  A: 8.4; B: -0.7; C: 6.6; D: 1.2; E: 3.0; F: 6.2; G: -0.4; H: 11.8; I: 2.0

23: COc1ccc[nH]c1=O
  A: -1.8; B: -0.6; C: -2.9; D: 4.8; E: -1.0; F: -4.5; G: 1.8; H: -15.4; I: 4.3

24: O=C(/C=C/c1ccccc1Cl)Nc1cccc(S(=O)(=O)NC2=NCCCCC2)c1
  A: -2.9; B: 3.2; C: 4.1; D: -2.4; E: -2.4; F: 11.5; G: 2.5; H: -27.1; I: 3.5

25: Nc1n[nH]c(C2CC2)c1N=Nc1ccc(Cl)c(Cl)c1
  A: 3.0; B: -0.5; C: -5.0; D: -2.7; E: 0.6; F: -6.9; G: 96.4*; H: nt; I: 2.6

26: Cc1cc(C)nc(/N=C(/NC(=O)Nc2ccc(Cl)c(Cl)c2)Nc2cccc(Cl)c2)n1
  A: -2.5; B: 2.6; C: -6.9; D: 1.4; E: -1.3; F: 4.6; G: 9.5; H: -9.4; I: 4.0

27: COC(=O)c1ccc(OC(=O)c2ccco2)cc1
  A: 0.3; B: -2.0; C: -5.9; D: -2.0; E: -0.9; F: 2.4; G: 2.5; H: 0.0; I: 0.2

28: CCN(CC)S(=O)(=O)c1ccc(N2CCOCC2)c(NC(=O)Cc2ccccc2)c1
  A: 0.7; B: 1.4; C: 5.6; D: -6.3; E: -1.2; F: -4.0; G: -0.8; H: 8.0; I: 1.0
